# High-throughput results (PubChem BioAssay)
# GLP1R ag: qHTS of GLP-1 Receptor Agonists; Glucagon-like peptide 1 receptor (Homo sapiens), P43220; HEK293 GLP-1R CRE-luciferase, luminescence, 4-6 h; cells express a hypersensitive GLP-1R form; Potency, µM (titrated, usually from 45.6 µM), for the others: at the top dose activation, actives largely listed as activators; 380,000 compounds, 0.007% hits; AID 624172, 2012; also: potency is read from the fitted curve at half-maximal effect; % of control where 0% means no effect
# Target sequence (P43220 whole entry, looked up): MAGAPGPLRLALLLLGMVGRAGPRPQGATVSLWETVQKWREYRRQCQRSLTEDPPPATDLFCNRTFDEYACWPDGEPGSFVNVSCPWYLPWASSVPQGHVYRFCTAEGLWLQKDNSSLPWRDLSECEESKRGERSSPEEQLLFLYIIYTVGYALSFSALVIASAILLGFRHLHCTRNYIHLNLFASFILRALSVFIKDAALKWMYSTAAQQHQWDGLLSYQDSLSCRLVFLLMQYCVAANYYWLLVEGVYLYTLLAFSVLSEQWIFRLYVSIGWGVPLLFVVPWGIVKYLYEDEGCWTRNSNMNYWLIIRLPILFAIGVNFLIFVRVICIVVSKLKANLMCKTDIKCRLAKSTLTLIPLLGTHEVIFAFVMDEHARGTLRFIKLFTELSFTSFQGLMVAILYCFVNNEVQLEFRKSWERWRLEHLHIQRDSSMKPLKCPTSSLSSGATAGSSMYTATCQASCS
# KB-3-1 tox: qHTS assay for MDR1-selective chemotherapeutics: Primary screen using the parental adenocarcinoma cell KB-3-1; KB-3-1 viability, CellTiter-Glo ATP luminescence, 72 h; Potency, µM (series often up to 46.1 µM), without a hit: top-dose activity change, negative = cytotoxic, actives largely listed as cytotoxic; 400,000 compounds, 1.4% hits; also: potency is read from the fitted curve at half-maximal effect; % is scaled to controls: 0 for no effect and ±100 for the full control effect; nearly all actives have a fitted effect of over 60% in size
#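 Cells are dispensed, compounds pinned in, plates held at 37 °C for 72 h, then CellTiter-Glo is added and luminescence read after 10 minutes. Cell line: parental KB-3-1 in phenol-red-free DMEM, 10% FBS.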
# SW480 rereplic: A quantitative high throughput screen for small molecules that induce DNA re-replication in SW480 colon adenocarcinoma cells. SW480 DNA re-replication, Hoechst DNA content imaging, 48 h. Potency, µM (top dose mostly 46.1 µM), without a hit: at the highest dose re-replication activation, actives largely listed as activators. 340,000 compounds, 1.8% hits. AID 624297, 2012; also: potency is read from the fitted curve at half-maximal effect; % of control where 0% means no effect; nearly all actives have a fitted effect of over 55% in size
#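 DNA re-replication was detected as more nuclei of elevated Hoechst intensity after 48 hr exposure to compound (23 nL pinned per well of 250 cells).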
# HT1080 IDH1KD tx: qHTS for induction of synthetic lethality in tumor cells producing 2HG: qHTS for the HT-1080-IDH1KD cell line; 360,000 compounds, 2% hits; HT-1080 IDH1 knockdown viability, ATP luminescence, 48 h; Potency, µM (series often up to 46.1 µM), for inactives: at the highest dose activity, negative = toxicity, most hits filed as cytotoxic;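 also: potency is read from the fitted curve at half-maximal effect; 0% = DMSO wells and -100% = cell-free medium wells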
#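 Knockdown cells (IDH1KD HT-1080) received compounds 2 h after plating at 750 cells/well and were kept 48 h at 37 °C in 5% FBS RPMI. A CellTiter-Glo luminescence read gave % activity for curve fitting.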
# HT1080NT lethal: qHTS for induction of synthetic lethality in tumor cells producing 2HG: qHTS for the HT-1080-NT fibrosarcoma cell line; Potency, µM (series often up to 46.1 µM), without a hit: at the highest dose activity, negative = less viability, most hits filed as cytotoxic; HT-1080-NT fibrosarcoma viability, CellTiter-Glo ATP luminescence, 48 h; 360,000 compounds, 1.6% hits;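 also: NT is the 2HG producing partner of a matched IDH1 knockdown line; potency is read from the fitted curve at half-maximal effect; 0% = DMSO-treated cells and -100% = media-only wells without cells; nearly all actives have a fitted effect of over 55% in size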
#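 HT-1080-NT; 750 cells/well; 5% FBS RPMI; 48 h compound, 37 degrees C; CellTiter-Glo luminescence; curve fitting and curve-class assignment.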
# IL-1B inflam inh: qHTS for Inhibitors of Inflammasome Signaling: IL-1-beta AlphaLISA Primary Screen | 360,000 compounds, 4.7% hits | activity change, % at 57.5 µM | THP-1 LPS/ATP IL-1B secretion, AlphaLISA, 16 h; hits give low values; in the data active = activity change below about -50%; inconclusive = mostly about -30% to -49%; also: % is scaled to controls: 0 for no effect and ±100 for the full control effect
#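 THP-1 cells pretreated 1 hr with compounds (up to 57.5 uM final), then stimulated with LPS (250 ng/mL final) plus ATP (1.25 mM final); secreted IL-1B measured by AlphaLISA after 16 hr, decreased signal indicating inhibition.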
# KB-V1 MDR tox: qHTS assay for MDR1-selective chemotherapeutics: Primary screen using the drug-selected MDR subline cells KB-V1. KB-V1 MDR cells viability, CellTiter-Glo, 72 h. Potency, µM (titrated, usually from 46.1 µM), inactives show at the top dose activity change, negative = cytotoxicity, hits mostly cytotoxic. 400,000 compounds, 3.4% hits; also: potency is read from the fitted curve at half-maximal effect; % is scaled to controls: 0 for no effect and ±100 for the full control effect; nearly all actives have a fitted effect of over 60% in size
#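 Cytotoxicity via CellTiter-Glo luminescence after 72 h compound exposure at 37 degrees C. Cells: drug-selected KB-V1 line, DMEM phenol-red free plus 10% FBS. Compounds tested at multiple concentrations; normalized data fitted to concentration-effect curves.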
# DRD3 agonist: qHTS of D3 Dopamine Receptor Agonist: qHTS; D3R DiscoveRx beta-arrestin cells, luminescence, 90 min; max activation, %; D(3) dopamine receptor (Homo sapiens), P35462; AID 652048, 2013; 410,000 compounds, 0.58% hits; in the data active = max activation above about 30%; also: 0% is about no effect; mostly tested at two doses, the higher about 12 µM
# Target sequence (P35462 whole entry, looked up): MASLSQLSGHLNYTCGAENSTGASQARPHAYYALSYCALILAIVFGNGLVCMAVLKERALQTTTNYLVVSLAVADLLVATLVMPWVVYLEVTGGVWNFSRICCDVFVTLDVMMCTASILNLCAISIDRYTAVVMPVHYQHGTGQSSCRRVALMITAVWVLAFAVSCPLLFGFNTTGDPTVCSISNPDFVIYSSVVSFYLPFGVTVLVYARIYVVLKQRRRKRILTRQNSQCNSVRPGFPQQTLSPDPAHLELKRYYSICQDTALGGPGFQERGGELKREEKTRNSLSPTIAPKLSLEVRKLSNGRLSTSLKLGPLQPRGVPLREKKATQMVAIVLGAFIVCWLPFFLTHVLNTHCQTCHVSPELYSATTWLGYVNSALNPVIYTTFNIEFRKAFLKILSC
#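 Agonist mode: compounds and dopamine controls were applied to plated cells for 90 min at 37 degrees C after an overnight attachment at 1500 cells/well. Luminescent read-out followed 30 - 60 minutes at room temperature with DiscoveRx detection reagent.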
# D3 antag: qHTS of D3 Dopamine Receptor Antagonist: qHTS; D(3) dopamine receptor (Homo sapiens), P35462; D3R cells, DiscoveRx beta-arrestin luminescence, antagonist mode; hits give low values; max response, negative = inhibition, %; 360,000 compounds, 2.5% hits; AID 652054, 2013; in the data active = max response below about -50%; inconclusive = no clear call, values can overlap the other calls; also: % is scaled to controls: 0 for no effect and ±100 for the full control effect; mostly tested at two doses, the higher about 12 µM
#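 Cells expressing the human receptor were seeded at 1500 cells/well, incubated overnight at 37 degrees C in 5% CO2, then exposed to library compounds with dopamine controls for 90 minutes at 37 degrees C before luminescent detection.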
# The depositor's hits bear a star; ? = inconclusive; nt = not tested or not shown; ! = not active in a repeat; [ ] = remark or other dose. Unless noted, calls follow the shape of the dose curve; as a rule, active = well fitted curve in the direction sought with a large enough effect; inconclusive = small, poorly fitted or top-dose-only effect, or another doubt; inactive = no such curve, though single readings can be large; an effect the other way counts as inactive or inconclusive.
SMILES,GLP1R ag,KB-3-1 tox,SW480 rereplic,HT1080 IDH1KD tx,HT1080NT lethal,IL-1B inflam inh,KB-V1 MDR tox,DRD3 agonist,D3 antag
C/C(=N/NC(=O)c1ccco1)c1cccc(NC(=O)c2ccc(C)o2)c1,-1.2%,0.8%,-0.3%,13.2%,22.5%,-20.9,3.3%,2.3,52.7
COc1cccc(C2C(C#N)=C(N)Oc3cc(C)[nH]c(=O)c32)c1OC (stereo not drawn),0.9%,-3.5%,-1.7%,3.0%,0.0%,-8.9,10.4%,-10.9,?
Cc1ccccc1OCc1nc2c3cnn(C)c3ncn2n1,-5.1%,10.3%,-8.1%,1.3%,-0.3%,-2.6,-5.9%,0.0,32.6
O=C(NCC1CCCN(C(=O)c2cscn2)C1)c1ccc(-c2ccccc2)cc1 (stereo not drawn),6.1%,-18.9%,2.1%,-21.4%,-20.8%,?,-7.1%,-3.4,-1.6
Cc1ccnc(NC(=O)c2cccc(S(=O)(=O)N3CCCc4ccccc43)c2)c1,-4.3%,?,?,-3.9%,-4.7%,3.7,-43.8%,-5.5,9.2
COc1ccccc1Cn1c(=O)oc2ccc(C)cc21,-0.4%,-10.5%,-2.3%,-5.8%,-16.8%,10.6,?,-8.8,-6.9
COc1cc(-c2noc(C)c2C#Cc2ccccn2)cc(OC)c1OC,7.5%,0.581µM*!,3.66µM*,2.06µM*,1.64µM*,60.2,1.3µM*!,19.3,45.5
CCC(=O)N1CCCC(C)(C(=O)Nc2ccc3scnc3c2)C1 (stereo not drawn),-0.4%,0.0%,nt,5.8%,15.9%,17.5,2.4%,0.1,-10.1
Cc1cc(C(=O)Nc2ccc3c(c2)CCC3)c2ccccc2n1,6.4%,7.0%,?,-9.6%,-2.0%,43.1,-5.0%,-1.5,14.3
OC[C@@H]1CN(Cc2cccs2)C[C@H](n2cnc3c(NCc4ccc(F)cc4)ncnc32)O1,-5.7%,0.0%,nt,0.3%,-3.3%,-18.3,-2.5%,-12.1,0.0
O=C(O)/C(=C1\OC(=O)c2ccccc21)c1ccccc1,0.3%,0.0%,-3.9%,5.9%,1.0%,3.3,?,2.1,10.5
CC(C)C1Nc2ccc(C(=O)O)cc2C2C=CCC21 (stereo not drawn),-14.6%,0.9%,7.7%,-0.5%,3.5%,-0.6,2.4%,-5.6,-1.0
CC/C(C)=N/Nc1cccc([N+](=O)[O-])c1,-4.5%,-2.6%,-0.4%,9.2µM*,?,0.4,-16.6%,6.4,-0.9
COC(=O)c1ccc(N2CCN(c3ccccc3)CC2)nc1,8.9%,0.3%,-5.9%,0.1%,2.2%,12.0,-3.0%,1.1,-8.0
CN(C1=C(N2CCOCC2)C(=O)c2ccccc2C1=O)c1ccccc1,-12.9%,-13.1%,5.8%,-28.3%,-17.4%,-85.9*,11.6µM*,-3.0,-14.1
CC(=O)NC(=S)Nc1cc(C(F)(F)F)ccc1N1CCOCC1,15.5%,-20.4%,2.3%,0.5%,2.2%,-61.3*,?,2.5,23.0
Cc1ccc(-n2c(SCC(=O)N/N=C/c3ccc(C)s3)nnc2-c2ccccc2)cc1,0.1%,-1.9%,11.7%,9.8%,1.9%,-57.1*,-5.3%,5.0,-3.0
O=C(NCc1ccc(F)cc1F)[C@@H]1CCCN1C(=O)[C@@H]1CCCN1C(=O)c1cccs1,-1.8%,28.0%,nt,24.1%,19.9%,0.0,-3.5%,4.2,3.1
COc1ccc(/C=C/c2nc3cc(-c4ccccc4)ccc3o2)cc1O,-20.1%,?,18.4µM*,?,?,-18.3,?,-8.6,1.8
OCC1(Cc2cccc(Cl)c2)CCCN(Cc2cnn(-c3ccccc3)c2)C1 (stereo not drawn),1.7%,-2.3%,131.5%,-14.8%,-1.8%,-18.7,-28.3%,-17.9,-61.9*
CCC(=O)Oc1ccc(NC(=O)c2ccco2)cc1,-1.9%,-19.9%,?,3.2%,-16.1%,-12.5,-15.9%,-13.3,-1.6
CCN1CCN(c2cc(C)c3cc(NC(=O)c4ccc(C)c(C)c4)ccc3n2)CC1,7.1%,-12.1%,2.9%,2.2%,-2.2%,-6.7,-0.8%,-11.3,-9.3
O=P1(O)Cc2ccccc2-c2ccccc21,0.2%,6.5%,4.1%,13.5%,1.1%,0.0,-7.2%,3.0,?
CNC(=O)c1nn(C)c(=O)[nH]c1=O,7.2%,2.1%,-7.5%,16.1%,6.4%,10.6,-16.5%,-2.9,-7.0
COc1ccc(C2/C=C\CC(NS(=O)(=O)c3ccc(C)cc3)CC(=O)N2Cc2ccccc2F)cc1 (stereo not drawn),11.6%,?,?,-0.6%,-2.9%,-22.4,-7.1%,6.2,2.0

# Whole records, looked up by structure. Values in the order: GLP1R ag, KB-3-1 tox, SW480 rereplic, HT1080 IDH1KD tx, HT1080NT lethal, IL-1B inflam inh, KB-V1 MDR tox, DRD3 agonist, D3 antag
# Profile of CC(=O)NC(=S)Nc1cc(C(F)(F)F)ccc1N1CCOCC1 = 15.5%, -20.4%, 2.3%, 0.5%, 2.2%, -61.3*, ?, 2.5, 23.0
# Profile of O=C(NCc1ccc(F)cc1F)[C@@H]1CCCN1C(=O)[C@@H]1CCCN1C(=O)c1cccs1 = -1.8%, 28.0%, nt, 24.1%, 19.9%, 0.0, -3.5%, 4.2, 3.1
# Profile of CC(C)C1Nc2ccc(C(=O)O)cc2C2C=CCC21 (stereo not drawn) = -14.6%, 0.9%, 7.7%, -0.5%, 3.5%, -0.6, 2.4%, -5.6, -1.0

# Additional results follow:
SMILES,GLP1R ag,KB-3-1 tox,SW480 rereplic,HT1080 IDH1KD tx,HT1080NT lethal,IL-1B inflam inh,KB-V1 MDR tox,DRD3 agonist,D3 antag
CN(c1ccc(C(=O)N2CCCCCC2)cc1)S(=O)(=O)c1ccc(Cl)cc1,6.0%,0.0%,0.7%,-0.1%,-9.5%,0.0,23.1µM*,2.9,8.2
O=C(CSc1nnc2c(n1)[nH]c1ccc(F)cc12)NCc1ccc(F)cc1,2.0%,7.4%,1.7%,5.6%,3.0%,8.5,-1.7%,1.2,-7.9
CC(C)(C)OC(=O)N1CCCC(C(=O)Nc2cccc(C(=O)N3CCCC3)c2)C1 (stereo not drawn),5.8%,-2.8%,-5.0%,11.7%,14.9%,-2.2,?,11.5,32.6
CC1(C)COCN1C(=O)c1ccc(Cl)c(Cl)c1,4.0%,17.4%,-4.4%,10.5%,7.9%,-5.0,2.9%,4.5,1.7
CN(C(=O)CC1C(=O)NCCN1Cc1c(F)cccc1Cl)C1CCOCC1 (stereo not drawn),-2.4%,-8.2%,?,-7.8%,?,-5.2,0.0%,0.0,-11.0
Cc1c(Cl)cccc1NC(=O)C(=O)NNS(=O)(=O)c1ccc(F)cc1,-1.7%,-17.6%,0.8%,-2.4%,19.1%,-8.8,19.0%,3.7,3.7
COc1cc(C2Nc3cccc4cccc(c34)N2)ccc1OC(C)=O,-1.9%,2.4%,-12.8%,12.1%,-5.2%,0.0,?,-3.9,-4.1
N#CCSc1nc(-c2ccccc2)nc2ccccc12,-3.1%,0.9%,?,8.4%,-0.3%,-19.7,-4.9%,4.3,41.3
CC(=O)C1=C(C)N(Cc2ccccc2)C(=O)N[C@H]1c1cccc(F)c1,2.5%,-2.4%,?,0.6%,-3.6%,5.2,-17.1%,1.9,11.9
COc1ccc2c(Cl)c(C(=O)NC3CCS(=O)(=O)C3)sc2c1 (stereo not drawn),-3.1%,1.7%,-3.8%,-0.2%,2.5%,-8.3,-0.1%,-3.5,1.7
CSc1nnc(-c2ccccc2Cl)n1N,8.0%,13.3%,-3.7%,14.8%,3.3%,0.0,?,-5.2,-5.2
Cc1ccc(N=CC2=C(O)CC(c3ccc(Cl)cc3)CC2=O)cc1 (stereo not drawn),-9.2%,-5.1%,2.6%,-9.4%,0.0%,-1.1,-15.3%,2.6,4.0
CCN(CC)CCN1C(=O)C(=O)/C(=C(/O)c2ccc(OC(C)C)cc2)C1c1cccs1 (stereo not drawn),11.8%,-7.4%,-11.1%,3.5%,1.2%,nt,1.6%,-16.3,2.1
COc1ccc(/C=C2\SC(=S)N(CCCC(=O)N3CCOCC3)C2=O)cc1OC,14.9%,?,4.0%,-7.1%,-0.8%,6.6,?,-8.7,-14.3
Cc1ccc(S(=O)(=O)N2CCN(c3ccccc3)CC2)cc1C(=O)NC1CCCCC1,-5.2%,?,-14.9%,2.0%,25.6%,?,-3.6%,-1.6,-13.1
CCc1nnc(SC(C)C(=O)Nc2nccs2)n1C (stereo not drawn),1.7%,-6.6%,-4.4%,18.3%,21.0%,-17.0,-19.8%,2.0,0.3
C#CCOCCOCCOCCNc1nc(N2CCN(C(=O)CCCCCCCCCCNC(=O)[C@H](CO)n3cc(CCCSC)nn3)CC2)nc(N2CCN(C(=O)CCCCCCCCCCNC(=O)[C@H](CCCN=C(N)N)n3cc(C[C@@H](C)CC)nn3)CC2)n1,8.5%,?,0.9%,?,?,-102.7*,?,-7.8,-23.1
O=C(NCc1ccc(Cl)cc1)c1noc2c1CCCC2,-2.3%,4.9%,-5.0%,?,1.4%,-1.2,-24.8%,-20.8,9.9
Cc1ccc(-n2c(=O)[nH]c3ncccc3c2=O)cc1,-0.3%,-14.3%,-4.1%,-2.8%,-5.8%,0.6,-16.6%,2.6,-9.0
CNS(=O)(=O)c1cccc(C(=O)OCc2csc(-c3ccccc3)n2)c1,19.2%,1.9%,-138.4%[inhibitor],-23.4%,-13.9%,14.7,?,-12.7,6.4
